Compound activity from PubChem.
PGE2 EP2 inh: blocks the human prostaglandin E2 receptor EP2. 260,000 compounds, 0.52% hits. AID 1422. C6 glioma cells expressing human EP2, cAMP TR-FRET; cells stimulated with saturating PGE2. P43116. inhibition, % at 25 µM;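 active = percent inhibition above 40 after rounding to a whole number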;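 also: rat C6 glioma host cells with rolipram phosphodiesterase inhibitor present; the protocol text gives 20 µM as final concentration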
RBBP9 inh: human RBBP9 hydrolase inhibition; O75884; recombinant RBBP9, FP-Rh probe fluorescence polarization; inhibition, % at 7.94 µM; 220,000 compounds, 0.2% hits;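 active = inhibition above the campaign mean of all tested compounds plus 3 SD, cut at about 14% in these data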;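 also: plate controls were DMSO wells with RBBP9 for no effect and wells lacking RBBP9 protein for full effect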
Target sequence (O75884 whole entry, looked up): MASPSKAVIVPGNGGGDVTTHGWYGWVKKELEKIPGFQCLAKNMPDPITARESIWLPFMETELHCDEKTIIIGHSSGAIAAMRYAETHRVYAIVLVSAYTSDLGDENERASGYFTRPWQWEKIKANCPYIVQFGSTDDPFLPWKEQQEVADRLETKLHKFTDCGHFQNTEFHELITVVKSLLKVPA
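Measured by: FP readout at 525/598 nm; material: recombinant human RBBP9; also added: Serine-hydrolase probe FP-Rh, 375 nM pre-mixing; medium: Tris buffer pH 8.0, NaCl, Pluronic; replication: one well per compound; doses: one concentration, 7.94 µM nominal, 0.794% DMSO; timing: preincubation 30 min plus labeling 45 min at 25 °C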
Furin inh: inhibitors of human furin; AID 463115; 220,000 compounds, 0.061% hits; purified furin, fluorogenic substrate cleavage; inhibition, % at 30 µM; P09958; in the data active = inhibition above about 25%; also: inactives centre near -15
BaF3 tox: reduces parental Ba/F3 cell viability, JAK2V617F counter-screen; CellTiter-Glo ATP luminescence; inhibition, % at 5.6 µM; 220,000 compounds, 1.1% hits; AID 1486;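 active = inhibition above a per-campaign cutoff, the mean inhibition of all tested compounds plus 3 SD, cut at about 27% in these data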;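 also: 0% = DMSO wells and 100% = JAK Inhibitor I control wells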
Tb hexokinase: T. brucei hexokinase 1 inhibition. inhibition, % at 10 µM. recombinant TbHK1, G6PDH-coupled NADH A340. 220,000 compounds, 0.11% hits;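 active = inhibition of 50% or more in the single-dose primary screen; inactive = inhibition below 50%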
NCF1 inh: blocks human p47phox regulatory protein of NADPH oxidases | P14598 | p47phox/p22phox peptide binding, fluorescence polarization, 2 h | inhibition, % at 24.7 µM | 220,000 compounds, 0.53% hits | AID 1274;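 active = inhibition above about 30%, limit read from the data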;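 also: 0% = p47phox with labelled peptide and 100% = labelled peptide alone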
p97 ATPase inh: human p97 ATPase inhibition. P55072. recombinant p97 ATPase, Kinase-Glo ATP luminescence, 3 h. inhibition, % at 8 µM. 220,000 compounds, 0.42% hits; in the data active = inhibition above about 15%;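 also: 0% = DMSO vehicle and 100% = wells lacking enzyme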
Target sequence (P55072 whole entry, looked up): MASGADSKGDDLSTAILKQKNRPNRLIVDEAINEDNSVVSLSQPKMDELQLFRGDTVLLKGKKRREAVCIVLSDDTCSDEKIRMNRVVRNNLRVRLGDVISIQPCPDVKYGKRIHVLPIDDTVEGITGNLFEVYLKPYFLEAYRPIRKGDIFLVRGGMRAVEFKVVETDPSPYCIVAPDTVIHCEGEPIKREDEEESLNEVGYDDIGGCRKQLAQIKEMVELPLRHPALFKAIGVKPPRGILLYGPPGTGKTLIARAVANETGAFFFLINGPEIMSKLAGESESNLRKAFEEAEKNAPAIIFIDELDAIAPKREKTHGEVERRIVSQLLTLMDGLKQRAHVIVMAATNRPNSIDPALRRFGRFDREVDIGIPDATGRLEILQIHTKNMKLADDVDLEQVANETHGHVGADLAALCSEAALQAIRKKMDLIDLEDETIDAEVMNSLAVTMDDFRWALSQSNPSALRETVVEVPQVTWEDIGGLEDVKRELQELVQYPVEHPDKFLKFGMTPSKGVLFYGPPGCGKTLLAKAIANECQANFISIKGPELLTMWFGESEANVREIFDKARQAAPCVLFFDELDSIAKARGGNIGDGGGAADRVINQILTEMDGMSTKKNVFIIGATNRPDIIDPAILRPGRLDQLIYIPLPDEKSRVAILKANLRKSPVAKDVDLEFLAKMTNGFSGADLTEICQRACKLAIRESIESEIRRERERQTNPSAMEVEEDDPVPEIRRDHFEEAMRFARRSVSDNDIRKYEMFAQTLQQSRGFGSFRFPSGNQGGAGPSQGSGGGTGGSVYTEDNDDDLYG
Ba/F3 V617F tox: loss of viability in JAK2V617F-driven Ba/F3 cells | 220,000 compounds, 1.1% hits | inhibition, % at 5.6 µM | Ba/F3 EpoR-JAK2V617F viability, ATP luminescence;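 active = inhibition above the campaign mean plus 3 SD over all tested compounds, cut at about 24% in these data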;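 also: cytokine-independent growth of Ba/F3 cells driven by EpoR plus mutant JAK2; 0% = DMSO-treated cells and 100% = JAK inhibitor I control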
PPC-1+TRAIL kill: kills PPC-1 cancer cells in the presence of TRAIL. PPC-1 cells + TRAIL, ATPLite viability luminescence. cell killing (% activity), % at 4 µM. 220,000 compounds, 0.41% hits;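 active = cell killing above 50% in the first pass at 4 µM, then a duplicate retest at 5 µM averaging 50% or more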;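 also: plate controls were cells with TRAIL plus DMSO for no effect and medium-only wells lacking cells for full effect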
* hit, by the source's call; . = no result given; & = joins results of further samples; [ ] = remark or other dose. Some of the compounds tested (hit frequency here may not be typical).

SMILES	PGE2 EP2 inh	RBBP9 inh	Furin inh	BaF3 tox	Tb hexokinase	NCF1 inh	p97 ATPase inh	Ba/F3 V617F tox	PPC-1+TRAIL kill
CNc1cc(N2CCN(C)CC2)ccc1[N+](=O)[O-]	3	1	-7	4	-5	4	5	2	-1
FC(F)=C(F)CCSc1ncn[nH]1	6	-8	-16	4	-3	-4	1	2	5
CCCCn1c(O)c(C(C)=NCc2cc(OC)cc(OC)c2)c(=O)[nH]c1=O	3	-1	-16[20 µM]	6	-6	-5	-3	3	-3
N#CC(C#N)=Cc1ccc(-c2ccccc2)o1	7	-8	-23	0	1	-42	4	-4	16
Clc1ccccc1C1NCc2ccccc2-n2cccc21 (centres undefined)	7	4	-16	2	-6	-2	-1	-1	16
COP(=O)(OC)C(NS(=O)(=O)c1ccccc1)C(Cl)(Cl)Cl (centres undefined)	10	-2	-31	3	3	3	6	-1	1
NC(Cc1ccccc1)Cc1ccccc1	5	-1	-32	4	-4	-12	4	0	-3
CC[n+]1c(SC)ccc2cc(OC)ccc21	3	8	-25	84*	-8	-2	3	85*	7
O=S1(=O)CCN(CCc2c[nH]c3ccccc23)CC1	4	-6	-15	3	1	-8	-2	3	1
CC1CCC(NCC(O)c2ccccc2)CC1 (centres undefined)	13	-2	-12[20 µM]	3	2	-6	1	0	-15
CCN(CC)C(=O)c1ccc(NC(=O)c2cccc(F)c2)cc1	5	-2	-17[20 µM]	4	-6	-14	-4	-2	20
CSc1ccc(C(=O)C2CCCN(Cc3cc4ccccc4[nH]3)C2)cc1 (centres undefined)	4	-10	-8	5	-3	-44	1	0	6
CN[C@H](C)[C@H](O)c1ccccc1	15	4	.	-2	.	-4	8	-6	10
COc1ccc(N2C(=O)NC(=O)/C(=C/c3ccc4c(c3)Cc3ccccc3-4)C2=O)cc1	12	-6	-20	7	-1	-13	-2	5	.
Cc1cc(N2C(=O)CC(N3CCC(n4c(=O)[nH]c5ccccc54)CC3)C2=O)no1 (centres undefined)	10	-6	-15[20 µM]	-1	-5	-8	1	3	18
O=c1[nH]c(=O)n(CCc2ccc(F)cc2)c(O)c1C=NCCCN1CCOCC1	24	-5	-11	0	32	2	-5	3	5
O=c1cccc2n1CC1CC2CN(Cc2c(F)cccc2Cl)C1 (centres undefined)	21	-4	-22	0	4	-29	7	-6	2
Cc1cc([N+](=O)[O-])c(Cl)cc1NC(=O)C(C)C	4	-6	-8	7	24	7	2	2	2
O=C(COc1ccccc1)N1CCN(C2CCCC2)CC1	9	-6	-14	8	21	1	-4	4	4
C[C@H]1CC[C@H]2NCCN[C@H]2C1	2	4	-13	3	-5	0	11	-2	13
N=Cc1c(O)n(-c2cccc(Cl)c2)c(=O)[nH]c1=O	7	2	0[20 µM]	2	-2	-13	5	-4	14
[O-][n+]1onc2c1CCC1N(O)CCC21O (centres undefined)	8	-3	-20[20 µM]	2	9	-1	3	-4	13
CCOP(=O)(OCC)C(NC(=O)CC(C)C)C(Cl)(Cl)Cl (centres undefined)	2	8	-23	9	-4	-5	4	0	30
O=C(c1cccc(N2CCCC2=O)c1)N1CCC2(CC1)OCCO2	15	1	-11[20 µM]	1	-5	-5	1	-3	49
C=C(CO)CC1CC(O)[C@]2(C)OC3CC4OC5C[C@]6(C)O[C@]7(C)CCC8OC9C[C@]%10(C)OC%11C(C)=CC(=O)OC%11CC%10OC9C[C@@H](C)C8OC7CC6O[C@]5(C)C/C=C\C4OC3CC2O1 (some centres undefined)	10	-6	-33	6	-13	-6	-2	0	7
Cc1cc(C(=O)CS(=O)c2ccc(F)cc2)cc(C)c1OC(=O)N(C)C (centres undefined)	1	-5	-18	2	-5	-1	0	0	4
N=c1sc2c(n1Cc1ccccc1)CCCC2	8	-7	-13	2	1	12	0	2	7
CN(C)c1ccc(C=C2C(=O)NC(=O)NC2=O)cc1[N+](=O)[O-]	5	-4	-17	4	-27	-16	4	2	8
Cc1ccsc1C(=O)C1CCCN(Cc2cnc(N(C)C)s2)C1 (centres undefined)	15	-7	-29	0	-8	-1	5	-4	2
COc1cccc(-n2c(/C=C/c3ccc(O)c(O)c3)nc3ccccc3c2=O)c1	15	-22	-2	-4	-29	-18	6	-1	18
O=C1NC(=O)N(Cc2ccc(F)cc2)C(=O)/C1=C\c1ccc([N+](=O)[O-])s1	23	13	-1	1	-8	-27	12	-3	10
O=C(c1ccco1)C12CN3CN(CN(C3)C1)C2	9	-10	24[20 µM]	6	3	-8	3	-2	12
CC(=O)Nc1ccc(C(c2c(O)c3ccccc3oc2=O)c2c(C)n(C)n(-c3ccccc3)c2=O)cc1 (centres undefined)	2	-10	-3	-1	-5	-4	8	-3	-3
C#CCOCOCC#CCN(CC)CC	14	-4	-25[20 µM]	8	-7	-2	-3	3	16
Cc1ccc(-n2c(O)c(/C=C/C=Nc3ccccc3)c(=O)[nH]c2=O)cc1	5	0	10	7	-30	-63	1	2	21
O=C(CCN1CCOCC1)NCC(=O)Nc1ccc(Br)cc1C(=O)c1ccccc1	8	-8	-13	1	-5	-13	3	-3	14
Cc1cc(C=C2C(=O)NC(=O)NC2=O)c(C)n1-c1ccc2c(c1)OCO2	12	-3	-6	1	-8	-53	4	-4	3
CSc1ccc(CNC(C)C(O)c2ccccc2)cc1 (centres undefined)	4	-7	-20	2	9	-3	-2	6	12
C=Cn1ccnc1P(O)(=S)c1nc(C)c(CCOC(C)=O)s1 (centres undefined)	5	6	-23	1	-1	0	6	-6	19
Cn1c(O)c(C=NCCN2CCOCC2)c(=O)[nH]c1=S	6	-4	-2	-8	-23	-34	3	-4	4
CC(CCc1ccccc1)NC(C)C(O)c1ccc(O)cc1 (centres undefined)	13&9&7	2	-11	3	3	-1	12	-3	14
NC(CC(=O)O)C1CCCCC1 (centres undefined)	7	-1	-29	2	-1	-8	4	-5	4
CC(C)C(=O)NC(Oc1ccccc1Cl)C(Cl)(Cl)Cl (centres undefined)	1	1	-8	4	-6	0	4	1	27
COC(=O)C1=C(N)Oc2c(c(=O)oc3ccccc23)C1c1cccnc1 (centres undefined)	12	3	-17[20 µM]	0	3	-8	-5	0	1
COc1ccccc1N1CCN(Cc2c(F)cccc2Cl)CC1	4	2	-15[20 µM]	7	-3	-13	-4	4	-7

Only RBBP9 inh, for some of the entries so far:
Compound,RBBP9 inh
C=Cn1ccnc1P(O)(=S)c1nc(C)c(CCOC(C)=O)s1 (centres undefined),6
Cn1c(O)c(C=NCCN2CCOCC2)c(=O)[nH]c1=S,-4
CC(CCc1ccccc1)NC(C)C(O)c1ccc(O)cc1 (centres undefined),2
NC(CC(=O)O)C1CCCCC1 (centres undefined),-1

(list continues)
SMILES	PGE2 EP2 inh	RBBP9 inh	Furin inh	BaF3 tox	Tb hexokinase	NCF1 inh	p97 ATPase inh	Ba/F3 V617F tox	PPC-1+TRAIL kill
CC(=O)Nc1ccc(OC(=O)c2ccccc2N)cc1	10	-5	-26[20 µM]	0	-14	-29	6	-2	10
Nc1ccc2nonc2c1[N+](=O)[O-]	7	2	-16	5	-8	14	-5	2	8
CCOC(=O)C(C)Oc1cc(C)cc2oc(=O)c3c(c12)CCCC3 (centres undefined)	3	-12	-9	3	4	-10	-7	3	15
CCOc1cc(C2NCc3ccccc3-n3cccc32)ccc1O (centres undefined)	.	-6	-17	4	5	-11	3	-1	20
COc1ccc(N=C(C)c2c(O)n(C)c(=O)n(C)c2=O)c(OC)c1	11	1	-5	3	-24	7	1	-1	12
CN1CCN(c2c(N)c(=O)oc3ccccc23)CC1	22	-5	-6[20 µM]	3	-30	-4	-5	4	3
O=C(N/N=C/c1c(O)n(C2CC2)c(=S)[nH]c1=O)c1ccccc1O	11	-4	2	2	-2	-21	5	-3	18
Cc1oc(-c2ccccc2F)nc1CS(=O)CC(=O)N1CCC2(CC1)OCCO2 (centres undefined)	4	9	-9	3	42	-24	0	0	13
CCN1CC2([N+](=O)[O-])CC=C(Cl)C([N+](=O)[O-])(C1)C2 (centres undefined)	7	-4	-21	3	-2	-18	2	0	24
O=c1[nH]c(=O)n(Cc2ccco2)c(O)c1/C=N/N1CCCCCC1	9	0	-12	7	-7	-9	-1	0	41
CC(=O)N1CCC2(CC1)CC(=O)c1cc(OCC(=O)N3CCC4(CC3)OCCO4)ccc1O2	9	-4	-25	5	-6	6	7	-1	-9
CC(=O)c1ccccc1NC(=O)C1C2CCC(O2)C1C(=O)O (centres undefined)	2	-1	-23[20 µM]	5	-15	-15	6	1	-9
CCOc1ccc(C2C(C#N)=C(N)Oc3c2c(=O)oc2ccccc32)cc1 (centres undefined)	6	0	-3[20 µM]	1	-1	-10	1	-1	16
COc1ccccc1Cn1c(SCC(=O)C(C)(C)C)nc2cc(C(=O)N3CCC4(CC3)OCCO4)ccc2c1=O	5	-1	-9	1	-13	2	5	-2	1
CC(C)Nc1nc(Cl)nc(NC(C)C)n1	8&13	-11	-12	8	31	-15	3	-1	10
Cc1cc(C)n(CCOC(=O)C2C(C=C(Cl)Cl)C2(C)C)n1 (centres undefined)	7	-4	-25	7	7	-5	-3	-2	-4
CCN(CC)P(=O)(/C=C(\Cl)c1ccccc1)/C=C(\Cl)c1ccccc1	5	-6	2	2	-6	-13	2	-4	4
CCC(CC)C(=O)NC1CCSC1=O (centres undefined)	19	1	-16[20 µM]	5	-1	6	0	4	-18
CC1(C)CN=C(Nc2ccc(F)c(F)c2)S1	7	-8	-13	7	-5	-8	-4	-1	-3
O=c1c2ccccc2nc(-c2ccco2)n1-c1ccc(Br)cn1	5	-8	-16	3	-15	-4	4	-2	21
O=C(Cn1cnc2sc3c(c2c1=O)CCCC3)NCCC(=O)N1CCC2(CC1)OCCO2	7	-2	-8	3	17	7	-4	2	3
CC(=NCC1CCCO1)c1c(O)n(-c2ccc(C)cc2)c(=O)[nH]c1=O (centres undefined)	13	-2	-27[20 µM]	7	-5	1	0	0	-13
CCOC(=O)C1C(=O)NC2(C)CC1c1cc(OC)ccc1O2 (centres undefined)	12	5	-21	0	-2	-11	3	-3	-18
COC(=O)C1=Nc2ccccc2/C1=C\c1c(O)n(-c2ccc(Br)cc2)c(=O)[nH]c1=O	20	-14	-1	4	16	-48	3	-1	36
O=C(CNC(=O)OCc1ccccc1)Nc1ccc(Br)cc1C(=O)c1ccccc1Cl	8	-5	0	9	-4	-13	-5	3	10
CC(=O)c1ccc(-c2ccccc2)cc1	10	-9	-12	8	2	-3	-9	4	-1
O=c1[nH]c(=S)n(C2CC2)c(O)c1C=NCC1CCCO1 (centres undefined)	11	-10	2	-3	-76	-9	-7	2	0
CC(C)c1ccc(N2C(=O)NC(=O)/C(=C\C=C\c3ccco3)C2=O)cc1	100*	-15	-28	11	0	-50	6	3	.
COc1ccc(C[C@@H]2c3cc(O)c(OC)cc3CCN2C)cc1O	10	-12	-20	2	-1	-8	7	-1	16
CN(C)P(=S)(Nc1ccccc1)C(Cl)(Cl)Cl (centres undefined)	8	9	-18	4	0	-11	9	-3	13
CCOC(=O)c1ccc(N=C(CC)c2c(O)n(C)c(=O)n(C)c2=O)cc1	6	-9	-6	1	-9	-17	-1	4	4
